Rat MKP-3 inhibitors: MKP-3 phosphatase inhibitors, primary screen, biochemical, rat enzyme, in vitro (AID 425). 110,000 compounds, 0.17% hits. inhibition, % at 20 µM, or IC50 in µM where a hit was titrated. recombinant MKP-3 phosphatase activity, fluorescence; higher % means a stronger effect. Dual specificity protein phosphatase 6 (Rattus norvegicus); in the data active = inhibition above about 50%;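 also: plate controls were vehicle for no effect and reference inhibitor for full effect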
Hsp70 inhibitors: Hsp70 inhibitors, probe displacement, primary screen, biochemical, fluorescence polarization (AID 583); Heat shock 70 kDa protein 1A (Homo sapiens); Hsp70 fluorescence polarization probe displacement, mP; higher % means a stronger effect; one-dose displacement, % at 20 µM; IC50 in µM for titrated hits; 140,000 compounds, 0.06% hits; in the data active = displacement above about 50%;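 also: plate controls were vehicle for no effect and reference ligand for full effect; a part of the inactive calls stands beside numbers as strong as those of hits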
Numbers without * were called inactive; . = no result given; & = joins results of further samples. This is a subset (hit frequency here may not be typical).

SMILES,Rat MKP-3 inhibitors,Hsp70 inhibitors
COc1ccc(OC)c(S(=O)(=O)N2CCCC(C)C2)c1 (stereo not drawn),.,2.0%
CCOC(=O)c1c(NC(=O)Cc2cccs2)sc(C(=O)NC2CCCC2)c1C,.,1.1%
COc1ccc(CNC(=O)c2ccccc2[N+](=O)[O-])cc1,-0.4%,1.2%
Cc1c(C#N)c2ncn(Cc3ccccn3)c(=O)c2n1-c1ccccc1,.,4.8%
COc1cccc(NC(=O)CN2C(=O)COc3ccc(Cl)cc32)c1,-4.7%,5.5%
Cc1ccc(NC(=O)CC(NCCN2CCOCC2)C(=O)O)cc1Cl (stereo not drawn),-3.5%,-3.4%
COC(=O)C1=C(C(=O)OC)SC(=C2C(=S)C(C)(C)N(C(=O)C(C)C)c3cc(C)ccc32)S1,0.2%,2.4%
COc1cc(OC)cc(C(=O)Nc2ccc(-c3nc4cc(C)cc(C)c4o3)cc2)c1,3.5%,22.0%
CCOc1ccccc1C(=O)N(CN1CCCC1=O)c1cccc(Cl)c1,5.9%,4.6%
CC(C)C(=O)N1CCN(c2ccc([N+](=O)[O-])cc2Cl)CC1,3.4%,3.7%
O=C(Cn1nnc(-c2ccccc2)n1)N/N=C/c1ccc(-c2ccc(C(=O)O)cc2)o1,6.9%,3.6%
CCCn1nnc(NC(=O)C(c2ccccc2)c2ccccc2)n1,.,-7.6%
CCC(C)n1c(NC(=O)c2ccccc2)c(C#N)c2nc3ccccc3nc21 (stereo not drawn),.,-68.3%
COc1ccccc1C(=O)N1C(CC(=O)Nc2cc(Cl)ccc2C)C(=O)NC2CCCCC21 (stereo not drawn),.,5.2%
COc1ccc(CCNC(=O)CC2Oc3ccc(Cl)cc3NC2=O)cc1OC (stereo not drawn),-10.8%,0.0%
COc1cc2nc(-c3ccc([N+](=O)[O-])cc3)oc(=O)c2cc1OC,4.4%,3.9%
CCN(C(=O)c1cn(C)c(=O)c2cc(OC)c(OC)cc12)c1cc(OC)ccc1OC,3.2%,1.8%
CC(=O)C1=C(C)NC(C)=C(C(C)=O)C1c1cccs1,-4.0%&0.8%,0.5%&-16.9%
O=C(NCCc1csc(-c2cccnc2)n1)c1ccc(Br)o1,-7.9%,-0.7%
Cc1ccc(-c2ccc(C(=O)O)[nH]2)cc1,-2.0%,-7.8%
COCCN(CCOC)c1ncnc2c1cnn2-c1ccc(Cl)cc1,-5.0%,7.7%
COc1ccc(C2CC(c3c(-c4ccccc4)c4cc(Br)ccc4[nH]c3=O)=NN2C(=O)CCC(=O)O)cc1 (stereo not drawn),4.5%,1.0%
CCOc1ccc(CC(=O)Nc2c(C(N)=O)oc3ccc(Br)cc23)cc1OCC,-4.5%,0.9%
N#Cc1c(C(F)(F)F)cc(-c2ccccc2)nc1SCC(=O)NCC(=O)O,0.2%,1.0%
CCOc1ccccc1C(=O)Nc1cc(OC)ccc1OC,-9.2%,0.2%
Nc1nnc(Cc2ccc(F)cc2)s1,-0.1%,2.0%
O=C(Nc1sc2c(c1C(=O)O)CCCCC2)c1ccccc1Cl,2.6%,-2.5%
CCS(=O)(=O)CCSc1nc(C)cc(C)n1,-10.3%,3.9%
COc1cc(NC(=O)c2cnn3c2NC(c2ccc(Br)cc2)CC3C(F)(F)F)cc(OC)c1OC (stereo not drawn),1.3%,2.1%
COc1ccc(C(=O)CSc2nnc(-c3cc4ccccc4cc3O)n2Cc2ccco2)cc1,3.0%,3.3%

The list goes on; the last 3 above are carried over.
SMILES,Rat MKP-3 inhibitors,Hsp70 inhibitors
CCS(=O)(=O)CCSc1nc(C)cc(C)n1,-10.3%,3.9%
COc1cc(NC(=O)c2cnn3c2NC(c2ccc(Br)cc2)CC3C(F)(F)F)cc(OC)c1OC (stereo not drawn),1.3%,2.1%
COc1ccc(C(=O)CSc2nnc(-c3cc4ccccc4cc3O)n2Cc2ccco2)cc1,3.0%,3.3%
COc1ccccc1-c1nnc2n1N=C(C)CS2,-4.8%,0.6%
COc1cc(S(=O)(=O)N(Cc2ccc(C)cc2)Cc2ccco2)ccc1-n1cnnn1,.,-2.5%
CCN(CC)c1ccc(NC(=O)Cc2ccccc2)cc1,3.0%,1.9%
Cn1nnnc1SCCNCc1ccc(Cl)cc1,.,-0.8%
CCCc1nnc(NC(=O)CCN2C(=O)c3ccccc3C2=O)s1,-5.1%,3.1%
Cc1ccc(N2C(=O)CC(N3CCOCC3)C2=O)cc1 (stereo not drawn),-2.3%,3.5%
Cc1cc(NC(=O)c2ccc3c(c2)OCO3)no1,-12.7%,3.6%
COC(=O)C1=C(C(=O)OC)SC(=C2C(=S)C(C)(C)N(C(=O)c3cccc(F)c3)c3ccc(OC)cc32)S1,7.4%,4.1%
CC12CC(NC(=O)N1c1cccc(C(=O)N3CCN(c4ccccc4F)CC3)c1)c1ccccc1O2 (stereo not drawn),4.3%,.
Cc1ccsc1C1C2=C(CC(C)(C)CC2=O)Nc2ncnn21 (stereo not drawn),-2.1%,.
O=C(CCS(=O)(=O)c1ccc(Br)s1)NC1CCCC1,.,-1.0%
CC(=O)c1c(C)oc2c(Br)cc(NS(=O)(=O)c3ccccc3)cc12,5.5%,-1.3%
Cc1sc(/N=C/c2ccccc2O)c(C#N)c1C,.,8.8%
CCc1nc(N(CC)CC)c2oc3ccccc3c2n1,-5.2%,2.2%
COc1ccc(-c2noc(COc3ccc(Cl)cc3)n2)cc1,2.4%,-3.4%
CCOC(=O)C1CCN(Cc2ccc(O)c3ncccc23)CC1,-9.6%,0.7%
O=C(/C=C/c1ccc(F)cc1)Nc1cccc(C(F)(F)F)c1,0.8%,2.2%
CCCc1nc2c(C)cc(C)cc2c(N)c1CC,1.6%,-1.2%
CC(=O)C1=C(C)NC(=S)NC1c1ccc(C)cc1 (stereo not drawn),3.2%,-3.7%
c1coc(-c2nc3sc(-c4ccco4)nc3s2)c1,0.0%,-0.3%
CN1C(=O)CC(N2CCN(CC(=O)N3CCCC3)CC2)C1=O (stereo not drawn),-9.3%,6.1%
COc1cc(C)c(S(=O)(=O)n2ccc(C)n2)cc1C,-3.9%,2.1%
COc1ccc(OC)c(NC(=O)C23CCC(C)(C(=O)O2)C3(C)C)c1 (stereo not drawn),4.4%,0.1%
COc1ccc(OC)c(/C=C2\C(=O)NN(c3ccccc3)C2=O)c1,3.3%&-1.4%,-3.4%&1.8%
Cc1cc(C)c(NC(=O)CSc2nnc(SCC(=O)Nc3c(C)cc(C)cc3C)n2N)c(C)c1,.,3.2%
CCN(CC)C(=O)COn1c(SCC(=O)N(CC)CC)nc2ccccc2c1=O,-2.9%,0.2%
CCOc1ccc(C)cc1S(=O)(=O)n1ccc(C)n1,-22.4%,7.9%
CSc1nnc(-c2cccs2)n1-c1ccccc1,-12.4%,6.5%
Cc1ccc(NS(=O)(=O)c2cc(OCC(N)=O)c(C)cc2Cl)cc1C,.,-3.8%
Brc1cccc(-c2cnc3n2CCCCC3)c1,-3.7%,-0.4%

4 entries from above, arranged by heavy-atom count, low to high.
SMILES,Rat MKP-3 inhibitors,Hsp70 inhibitors
CCOc1ccc(C)cc1S(=O)(=O)n1ccc(C)n1,-22.4%,7.9%
CCN(CC)c1ccc(NC(=O)Cc2ccccc2)cc1,3.0%,1.9%
CCCc1nnc(NC(=O)CCN2C(=O)c3ccccc3C2=O)s1,-5.1%,3.1%
Cc1cc(C)c(NC(=O)CSc2nnc(SCC(=O)Nc3c(C)cc(C)cc3C)n2N)c(C)c1,.,3.2%

Later entries
SMILES,Rat MKP-3 inhibitors,Hsp70 inhibitors
O=C(CN1C(=O)c2ccccc2S1(=O)=O)NCc1ccccn1,-11.1%,-0.5%
CCc1ccc(C2(c3ccc(CC)cc3)C(=O)NCc3ccccc32)cc1,-4.4%,0.3%
C(=N\n1cnnc1)/c1cccc(OCCOc2ccccc2)c1,-8.7%&2.9%,-0.3%&-1.8%
c1cc2cc(C3=NCCN3)ccc2cc1C1=NCCN1,-2.3%,-7.9%
COc1ccc(C(=O)NCC(=O)OCC(=O)N2CC(C)CC(C)C2)cc1 (stereo not drawn),.,-2.9%
CC1(C)Cc2c(C#N)c(NCC3CCCO3)nc(-c3ccco3)c2CO1 (stereo not drawn),0.0%,0.4%
O=C(O)CC(=O)Nc1cc(Cl)ccc1O,.,8.7%
Cc1cc(C)cc(NC(=O)CN(Cc2ccccc2)S(=O)(=O)c2ccccc2)c1,-0.7%,-3.9%
CC(NS(=O)(=O)c1ccccc1)C(N)=O (stereo not drawn),0.5%,-4.0%
Cc1cccc(C)c1OCC(=O)Nc1ccc(Br)cc1C(=O)O,4.1%,1.8%
CC(C)=C1C2C=CC1C1C(=O)N(c3ccc(F)cc3)C(=O)C21 (stereo not drawn),-0.2%,-1.4%
NC(=O)c1ccccc1NS(=O)(=O)c1ccc2c(c1)OCCO2,.,6.4%
Cc1cc(OCC(=O)Nc2ccc(N3CCOCC3)cc2)cc(C)c1Cl,1.1%,-3.3%
COc1ccc(Cc2c(O)nc(SCC(=O)Nc3ccccc3OC)[nH]c2=O)cc1,3.7%,1.5%
CNC(=S)Nc1ccc(Nc2ccccc2)cc1,.,7.2%
CCOc1ccc(/C=C2/C(=O)N(c3ccccc3)N=C2C)c(OCC)c1,1.5%,-4.1%
C=CCN1C(=O)CSc2ccc(C(=O)N3CCC(C)CC3)cc21,.,-3.5%
Cn1cnnc1SCNC(=O)C(F)(F)F,-12.0%,-4.4%
Cc1ccccc1NC(=O)C(=O)NCCC1=CCCCC1,-3.2%,7.1%
Cc1[nH]c2c(Br)cccc2c1[C@H]1[C@@H](CC#N)C1(C)C,.,-2.8%
CC(=O)c1ccc(OCCCC(=O)n2nnc3ccccc32)cc1,4.7%,3.9%
COc1cc(-c2nnc(-c3cc(OC)c(OC)c(OC)c3)o2)cc(OC)c1OC,.,-6.5%
O=S(=O)(c1ccc(Br)s1)N1CCN(Cc2ccc3c(c2)OCO3)CC1,.,2.9%
O=C1OC(c2ccc(Br)cc2)=C/C1=C/c1cccs1,0.2%,-0.7%
COc1ccc(C2Nc3ccccc3C(=O)N2Cc2ccccc2)cc1Cn1nc(C)c(Cl)c1C (stereo not drawn),-5.7%,1.1%
COC(=O)CCNc1ccc2c(c1)OCCO2,-10.5%,-2.4%
COc1ccc(OCC(O)Cn2cnc(-c3ccc(Br)cc3)c2)cc1 (stereo not drawn),.,0.1%
COc1ccc(-c2nnc(SCC(=O)NCc3ccco3)n2C)cc1,-9.2%,-0.5%
COc1cc(C(=S)N2CCC(C)CC2)ccc1O,0.8%,3.9%&2.8%
c1ccc2c(c1)nc(NCC1CCCO1)c1nnnn12 (stereo not drawn),0.6%,8.8%
Cc1ccc(S(=O)(=O)n2cc(C=C3C(=O)NC(=S)NC3=O)c3ccccc32)cc1,4.2%,-0.6%
COc1ccc(C(=O)CSc2nnc(CNc3ccc(C)cc3C)o2)cc1,0.8%,-3.6%
O=C(C1CCCN(S(=O)(=O)Cc2ccccc2)C1)N1CCCCC1 (stereo not drawn),5.9%,3.6%
COC(=O)c1c(N)sc2c1CCC(C)C2 (stereo not drawn),2.4%,-4.5%
O=C(Cn1cnc2ccccc2c1=O)OCCCCN1C(=O)c2ccccc2C1=O,-7.3%,-4.3%
CC(=O)Nc1nonc1-c1nc2ccccc2n1CCC(C)C,2.2%,-1.2%
O=C(c1ccc(Oc2ccccc2)cc1)c1nc2c(n1O)CCCC2,.,-1.1%
CCn1c(COc2ccccc2)nnc1SCC(=O)Nc1cc(C)ccc1OC,.,3.1%
Clc1ccc(C2C=C(c3ccccc3)Nc3ncnn32)cc1 (stereo not drawn),-0.4%,13.1%
CCN(CC)c1ccc(N=Cc2ccc(Cl)cc2Cl)cc1,4.5%,1.7%
O=C(NCc1ccncc1)c1ccc(Br)cc1,-5.2%,0.4%
O=c1n(Cc2ccc(Cl)cc2)c2sc3c(c2c2ncnn12)CCCC3,-4.9%,3.1%
CCCCOc1ccc(Br)cc1/C(C)=N/NC1=NCCN1,.,-3.1%
C=CCn1c(=O)[nH]c2sc3c(c2c1=O)CC(C)(C)OC3,1.1%,0.7%
O=C1C2CC=C(Cl)CC2C(=O)N1CNc1ccccc1-c1ccccc1 (stereo not drawn),1.9%,3.0%
NC(Cc1cccc2nsnc12)C(=O)O (stereo not drawn),-3.1%,3.9%
O=C(Nc1cccc(C(F)(F)F)c1)c1ccco1,0.2%,2.1%
COc1ccc(C(=O)Nc2nc(-c3ccccc3)c(-c3ccccc3)s2)cc1[N+](=O)[O-],3.6%,5.4%
COc1cccc(-c2nn3c(-c4cccc(C)c4)nnc3s2)c1,-6.9%,-2.7%
Cc1ccc2c(CC(=O)NCc3ccco3)coc2c1C,-5.6%,.
COC(=O)\C(C(C)=O)=C(/C=C/C=C/N(C)C)N(C)C,0.5%,5.0%
O=C(NCCCN1CCCC1=O)c1ccccc1NS(=O)(=O)c1ccc(Br)cc1,.,-0.9%
